Cav3 T inh: blocks human Cav3.2 T-type calcium channel; AID 449739; Cav3.2-expressing cells, Fluo-4 calcium fluorescence FDSS; active compounds read low; 100,000 compounds, 4% hits; B-score at 10 µM; O95180;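 active means single-dose well whose peak fluorescence ratio is a statistical outlier from its plate by either plate-standardised score or position-corrected B-score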
Starred values were filed as active, the others as inactive. A portion of the library (hit frequency here may not be typical).

SMILES	Cav3 T inh
Clc1cccc(Cl)c1Cn1cnc(=NCc2ccco2)c2[nH]cnc21	0.71
N#CC1=C(N)SC(N)=C(C#N)C1C1CC=CCC1 (configuration not stated)	0.24
COCCCn1c(=N)c(C(=O)NC2CCCCC2)cc2c(=O)n3ccccc3nc21	-0.56
O=C(C1CC1)N(CCN(C(=O)C1CC1)c1ccccc1)c1ccccc1	-0.71
CCNC(=O)NC(=O)COC(=O)CNC(=O)COc1ccccc1	0.5
CC(=O)Nc1ccc(-c2nnc(SCC(=O)c3ccc4c(c3)Cc3ccccc3-4)n2C)cc1	0.079
COc1cccc(N=c2oc3ccc(OC)cc3cc2-c2nc3ccccc3[nH]2)c1	1.2
CCOC(=O)c1cc(NC(=O)CSCCO)ccc1Cl	0.5
CC(=O)Oc1ccc(N2C(=O)C3C4C=CC(CO)(O4)C3C2=O)cc1 (configuration not stated)	0.013
Cc1ccc(NC(=O)c2c(-c3c(F)cccc3Cl)noc2C)cc1F	-8.3*

Two of these compounds in a different format:
COCCCn1c(=N)c(C(=O)NC2CCCCC2)cc2c(=O)n3ccccc3nc21
  Cav3 T inh = -0.56
O=C(C1CC1)N(CCN(C(=O)C1CC1)c1ccccc1)c1ccccc1
  Cav3 T inh = -0.71

(more compounds)
SMILES	Cav3 T inh
CCCOc1ccc(N2C(=O)CC(N3CCN(c4ccccc4OC)CC3)C2=O)cc1 (configuration not stated)	-0.035
CCN(CC)C(=O)C1CCCN(Cc2ccccc2)C1 (configuration not stated)	0.77
O=C(c1ccc2c(c1)OCO2)N1CCN(c2ccccc2)CC1	0.018
Cn1c(=O)c2c(nc(CN3CCN(Cc4ccccc4)CC3)n2Cc2ccc(Cl)cc2)n(C)c1=O	-3.7
CC(C)CNS(=O)(=O)c1ccc(OCC(=O)Nc2ccc3c(c2)OCO3)c(Cl)c1	-0.57
COc1ccc(NC(=O)CC2Sc3ncnn3C2=O)cc1 (configuration not stated)	0.49
Cc1ccc2oc(=O)n(Cc3ccccc3OC(C)C)c2c1	-6*
COc1ccccc1NC(=O)c1cc(C(=O)O)ccc1C(=O)O	-1.3
Cc1csc(SCC(=O)Nc2ncc(Cl)c(C)c2Cl)n1	0.43
COc1ccc(Cl)cc1NS(=O)(=O)c1ccc(S(=O)(=O)N2CCCC2)cc1	-2.1
Cc1ccc(C)c(-n2c(C)cc(/C=N/NC(=O)c3c(C)nc4cc(C)ccn34)c2C)c1	-3.1
O=C(Nc1cccc(NC(=O)c2cccnc2)c1)c1cccnc1	0.13
CCCSc1nc(NCc2ccco2)c2c3c(sc2n1)COC(C)(CC)C3 (configuration not stated)	-3.1
Cc1cc(O)c(C(C)C)cc1NC(=O)c1ccc(Cl)cc1	-6.3*
Cc1ccc(C)c(NC(=S)NC(NC(=O)Cc2cccc3ccccc23)C(Cl)(Cl)Cl)c1 (configuration not stated)	-0.014
C=CCn1c(SCc2nc3ccccc3c(=O)[nH]2)nc2ccccc2c1=O	-0.15
Cc1cc(C)n(Cc2cccc(F)c2)c(=O)c1C#N	0.99
O=C(CSC1=Nc2ccccc2C2=NC(CC(=O)NC3CCCCC3)C(=O)N12)NCc1ccco1 (configuration not stated)	-0.71
CCCC/C(C)=N\NC(=O)CNS(=O)(=O)c1ccc([N+](=O)[O-])cc1	0.17
O=C(NCCc1ccccc1)c1ccnc(/C=N/O)c1	-0.0066
CSc1nc2n(n1)C(c1cc(Br)ccc1F)C(C(=O)N(C)C)=C(C)N2 (configuration not stated)	-0.056
CCCCOC(=O)Cn1c(=O)n(CC(=O)OCCCC)c2cc(C)ccc21	-8.7*
Cn1c(CCNC(=O)c2cccs2)nnc1SCC(=O)N1CCN(c2ccccc2)CC1	1.1
COc1ccc(N2C(=O)CCC(C(=O)Nc3ccccn3)C2c2ccc(OC)c(OC)c2)cc1 (configuration not stated)	0.89
COc1cc(C(=O)OCCN2CCOCC2)cc(OC)c1OC	-0.23
CC(=O)Nc1ccc(C(=O)OCC(=O)NC(=O)NC(C)(C)C)cc1	0.78
CN(CC(=O)N1CCN(c2ccccn2)CC1)S(=O)(=O)c1ccccc1	-0.055
COc1ccc(CCNC(=O)c2n[nH]c(=O)c3ccccc23)cc1	-1.4
O=C(NCc1cccs1)c1ccc2c(c1)ncn2C1CCCC1	1.1
CCN(CC)S(=O)(=O)c1cccc(C(=O)NC2CCCCC2)c1	1.2
CN(C)NC(=O)c1ccsc1NC(=O)c1ccc(S(=O)(=O)N(C)C)cc1	0.49
COc1ccc(S(=O)(=O)N2CCc3ccccc32)cc1C(=O)OCc1c(C)noc1C	-0.75
c1ccc(-n2nnnc2-n2nnc3ccccc32)cc1	0.012
Cc1ccc2c(c1)NC(=O)C(CC(=O)NCc1ccc(F)cc1)O2 (configuration not stated)	-0.045
CC(C)Cn1cc(C(=O)NCc2cccs2)c2c3ccccc3n(C)c2c1=O	-0.32
Cc1noc(C)c1CSCC(=O)OCC(=O)N1CC(=O)Nc2ccccc21	0.32
CNC(=O)C1C(=S)NC(N)=C(C#N)C1c1ccccc1 (configuration not stated)	0.52
Cc1ccc(C(=O)CCCn2nnc(-c3cccnc3)n2)cc1C	-0.43
CCOC(=O)c1ccc(NS(=O)C23CC4CC(CC(C4)C2)C3)cc1 (configuration not stated)	-0.57
CCCCCCCC(=O)NC(Nc1ccccc1OC)C(Cl)(Cl)Cl (configuration not stated)	-2.4
CN(C(=O)OCc1ccccc1)C(CC(N)=O)C(=O)O (configuration not stated)	0.2
C[C@@H](C(=O)NCCc1c[nH]c2ccccc12)[C@H]1C[C@]1(C)[C@H](NC(=O)OCc1ccccc1)c1ccccc1	-1.8
CCCCN=c1scc(-c2ccc3c(c2)NC(=O)CO3)n1N=C1CCCC1	0.32
O=C(CSC1=NC(=O)C(Cc2ccccc2)C(=O)N1)NC1CCCCC1 (configuration not stated)	0.56
CCOC(=O)C(C)Sc1nnc(Cc2cc(=O)[nH]c(=O)[nH]2)n1-c1ccc(OCC)cc1 (configuration not stated)	-0.69
CCCC1(CCC)NC(=O)NC1=O	0.3
Cc1ccc(-c2nnn(CC(=O)N(CC3CCCO3)C(C(=O)NC3CCCC3)c3ccc(F)cc3)n2)o1 (configuration not stated)	0.28
CCCn1c(=S)[nH]c2cc(OC)c(OC)cc2c1=O	-0.99
CCc1cccc2c(=O)c(C(=O)N3CCOCC3)c[nH]c12	0.44
CCCc1ccc(Oc2cc(N3CCOCC3)nc(-c3ccccc3)n2)cc1	-2.5

Looked up above.
For Cav3 T inh, COc1ccccc1NC(=O)c1cc(C(=O)O)ccc1C(=O)O shows -1.3
For Cav3 T inh, C=CCn1c(SCc2nc3ccccc3c(=O)[nH]2)nc2ccccc2c1=O shows -0.15
For Cav3 T inh, Cc1ccc(-c2nnn(CC(=O)N(CC3CCCO3)C(C(=O)NC3CCCC3)c3ccc(F)cc3)n2)o1 (configuration not stated) shows 0.28
For Cav3 T inh, CN(C)NC(=O)c1ccsc1NC(=O)c1ccc(S(=O)(=O)N(C)C)cc1 shows 0.49

The results go on.
SMILES	Cav3 T inh
CC(Cc1ccccc1)N/C=C1/CC(=O)NC1=O (configuration not stated)	0.32
Cc1sc2ncn(C(C)C(=O)OC3CCCCC3)c(=O)c2c1C (configuration not stated)	-3.1
CS(=O)(=O)N(CC(=O)N1CCC(C(N)=O)CC1)c1ccc(Oc2ccccc2)cc1	0.068
O=C(OCc1nc2ccccc2[nH]1)C12CC3CC(CC(C3)C1)C2	-6.7*
Cc1ccccc1-n1c(Cc2cccs2)n[nH]c1=S	1.3
O=C(Nc1ccccc1C(F)(F)F)c1ccc(CN2CCC(Cc3ccccc3)CC2)cc1	-7.7*
CCOC(=O)c1ccc(Oc2nc(NC(C)(C)C)nc(N(C)C)n2)cc1	-7.1*
O=C1NC(c2cccs2)Nc2ccccc21 (configuration not stated)	0.39
CCOC(=O)c1cccc(NC(=O)COC)c1	0.39
CCOC(=O)c1ccccc1NC(=O)CSc1nc2ccccc2n1CC(=O)N1CCCC1	-0.1
COc1ccccc1-c1cc(C(=O)NCc2ccc(F)cc2)no1	-0.89
CCC(C)[C@@H](NC(=O)OC(C)(C)C)c1nnc(S(=O)(=O)Cc2cccc(C)c2)o1 (some centres not stated)	2.8
Cc1cccc(CCNS(=O)(=O)c2cnc[nH]2)c1	0.45
COC(=O)CNC(=O)C12CC3(C)CC(C)(CC(C)(C3)C1)C2	0.43
COC(=O)CSc1nc(C2CC2)nc2ccccc12	-0.42
COc1ccc2c(C(F)(F)F)cc(=O)oc2c1C	-0.051
O=C(c1ccc2c(c1)C(=O)N(Cc1ccco1)C2O)N1CCOCC1 (configuration not stated)	0.78
Cc1nc2sc(C(c3cccs3)N3CCN(C(=O)c4ccco4)CC3)c(O)n2n1 (configuration not stated)	-0.51
N#CC1=C(N)Oc2cc3ccccc3cc2C1c1cccnc1 (configuration not stated)	0.68
C=C(C)Cn1c(SCC(=O)O)nnc1-c1ccc(OC)cc1	0.52
N#C/C(=C/c1ccc(Sc2nc3ccccc3[nH]2)o1)c1ccccc1F	-2.9
CCN(C1CCCCC1)S(=O)(=O)c1cc(C)ccc1OC	-3.2
Cc1nc2ccc(NC(=O)c3c(-c4ccccc4)noc3C)cc2s1	-0.14
CCOc1cccc(C(=O)Nc2ccc(N3CCN(S(C)(=O)=O)CC3)cc2)c1	-0.019
CN(C)c1ccc(C(=O)c2ccc(O)cc2O)cc1	1.9
Cc1ccc(CSCCNC(=O)c2ccc(Cl)c(S(=O)(=O)N3CCOCC3)c2)cc1	-7.4*
CCCCN(CCCC)S(=O)(=O)c1ccc(C(=O)Nc2nnc(COC)o2)cc1	-0.71
CCCN(CCC)C(=O)CSc1nc2n[nH]c(C)c2c(=N)n1-c1ccc(OCC)cc1	-6.2*
Cc1ccc(S(=O)(=O)N2CCC(=O)N(CCOCc3ccc(C(F)(F)F)cc3)CC2)cc1	-2.8
COc1cccc(CNC(=O)C2CCN(Cc3cnn(-c4ccccc4)c3-n3cccc3)CC2)c1	-4.6*
CCOc1ccc(-n2c(C)nnc2SCC(=O)N(CC)CC)cc1	-0.0059
Cc1ccccc1OCC(=O)NNC(=S)NC(=O)c1ccco1	-3.6
CC(=O)c1cc(NC(=O)c2cccc(C(F)(F)F)c2)c(=O)oc1/C=C/N(C)C	-0.55
COc1ccc(C2CC(=O)Nc3sc(=N)c4c(N)c(C#N)c(N)nc4c32)cc1OC (configuration not stated)	-2.3
COc1ccc(C2CC(C(F)(F)F)n3nc(C(=O)N(C)Cc4cn(C)nc4C)c(Cl)c3N2)cc1 (configuration not stated)	-0.14
O=C(CN1C(=O)CSC1=O)N1CCCCC1	0.75
Cc1ccc(CNC(=O)Cn2c([N+](=O)[O-])cnc2C)cc1	0.024
O=S(=O)(c1ccc2c(c1)OCCO2)N1CCC(c2nc3ccccc3[nH]2)CC1	0.87
CCOc1nc(-c2ccccc2)ccc1-c1noc(-c2cccs2)n1	0.17
COc1cc(-c2nnc(SCC(=O)/C(C#N)=C(\C)N)o2)cc(OC)c1OC	0.23
O=C(Nc1cccc2ncccc12)C12CC3CC(CC(C3)C1)C2	0.79
CCN(CC)S(=O)(=O)c1ccc(OC)c(NC(=O)CSc2ccccc2)c1	-2.9
CCOCCCNC(=O)c1ccccc1Br	0.67
CCOC(=O)c1sc(NC(=O)CSc2nnc(-c3ccco3)o2)c(C(=O)OCC)c1C	-1.7
O=C(NCc1ccc2c(c1)OCO2)C1CCCN1C(=O)Nc1ccccc1 (configuration not stated)	-0.0057
CC(=O)Oc1ccc2oc3c(c2c1)C(=O)CCC3	-0.062
O=C(COc1ccc(Cl)cc1Cl)NC(=O)N1CCOCC1	-0.083
COc1ccc(C(=O)Nc2ccc(CN3CCOCC3)cc2)cc1	0.16
CCNC(=S)NNC(=O)c1csc(C(C)C)c1	-0.15
COCCCN(C(=O)Cn1ncc2c(=O)oc3ccc(C)cc3c21)C(C)c1ccncc1 (configuration not stated)	0.9

Among those listed so far, these contain a tert-butyl group.
SMILES	Cav3 T inh
CC(=O)Nc1ccc(C(=O)OCC(=O)NC(=O)NC(C)(C)C)cc1	0.78
CCOC(=O)c1ccc(Oc2nc(NC(C)(C)C)nc(N(C)C)n2)cc1	-7.1*
CCC(C)[C@@H](NC(=O)OC(C)(C)C)c1nnc(S(=O)(=O)Cc2cccc(C)c2)o1 (some centres not stated)	2.8

An excerpt from above in order of count of non-hydrogen atoms, ascending.
SMILES	Cav3 T inh
CCNC(=S)NNC(=O)c1csc(C(C)C)c1	-0.15
CC(=O)Oc1ccc2oc3c(c2c1)C(=O)CCC3	-0.062
O=C(COc1ccc(Cl)cc1Cl)NC(=O)N1CCOCC1	-0.083
O=C(Nc1cccc2ncccc12)C12CC3CC(CC(C3)C1)C2	0.79
O=C(NCc1ccc2c(c1)OCO2)C1CCCN1C(=O)Nc1ccccc1 (configuration not stated)	-0.0057
CCOC(=O)c1sc(NC(=O)CSc2nnc(-c3ccco3)o2)c(C(=O)OCC)c1C	-1.7

The list continues:
SMILES	Cav3 T inh
CCc1cccc2c(SC(C)C(=O)NCC3CCCO3)nc(-c3ccccc3)nc12 (configuration not stated)	-2
Cc1ccc2c(c1)c1c(n2C)-c2[nH]ncc2CC1	0.097
COc1cc(C(=O)N2CCC(N3CCCCCC3)CC2)cc(OC)c1OC	-0.71
O=C(Cc1ccccc1)N[C@@H](Cc1ccc(O)cc1)C(=O)O	-0.11
COCCCn1c(SCC(=O)Nc2sc3c(c2C#N)CCCC3)nnc1-c1ccncc1	2.4
COc1ccc(CCNC(=O)c2nonc2N)cc1	-0.051
CCCc1cc(=O)[nH]c(SCC(=O)Nc2ccccc2C#N)n1	1
CCCC(C)C(=O)Nc1nc(C)c(-c2csc(Nc3ccccc3OC)n2)s1 (configuration not stated)	-0.6
CS(=O)(=O)c1cccc(C(=O)NCc2ccc(F)cc2)c1	0.61
CC(C)(Oc1ccc(Cl)cc1)C(=O)NCc1ccncc1	0.49
O=C1CC(c2ccc(S(=O)(=O)N3CCCCC3)cc2)CN1 (configuration not stated)	0.72
CC1(C)CC(=O)C(C=NCCO)=C(O)C1	0.083
CCOC(=O)C1CCN(C(=O)c2ccc(NC(=O)C3CCCO3)cc2)CC1 (configuration not stated)	0.033
COc1ccc(CN(C2CCCC2)S(=O)(=O)c2ccc(-n3cnnn3)c(OC)c2)cc1OC	-0.88
COc1ccc(C(c2nnnn2CC2CCCO2)N2CCC(C(N)=O)CC2)cc1 (configuration not stated)	-1.7
Cn1ncc(Br)c1C(=O)NCc1cccs1	-1.2
CCN(CC(=O)Nc1ccc2c(c1)OCCO2)c1ccc(S(=O)(=O)N2CCOCC2)cn1	0.67
Cc1ccc(CNc2ccc(O)cc2)cc1	0.82

Source: PubChem (Vanderbilt High Throughput Screening Facility)
